Screens (PubChem BioAssay)
Efflux pump mplx = antifungal efflux pump inhibition, Nile Red retention; hit rate 0.44% among 330,000; AID 485275; inhibition, % at 10 µM; S. cerevisiae Candida pump triplex;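 active means plate passing quality check with inhibition over a set limit, or well fluorescence over plate mean plus 4 SD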;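 further: Nile Red retained in pooled yeast measured as flow cytometry median fluorescence; 0% = buffer negative control and 100% = Enniatin B positive control; higher means more Nile Red kept so more efflux inhibition; some compounds called inactive have numbers as strong as hits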
AHR activator = human AHR activation; P35869; AHR-responsive luciferase reporter cells, luminescence; activation, % at 5 µM; hit rate 2.5% among 320,000; in the data active means activation above about 47%;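 further: 0% = vehicle wells and 100% = reference agonist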
Target sequence (P35869 whole entry, looked up): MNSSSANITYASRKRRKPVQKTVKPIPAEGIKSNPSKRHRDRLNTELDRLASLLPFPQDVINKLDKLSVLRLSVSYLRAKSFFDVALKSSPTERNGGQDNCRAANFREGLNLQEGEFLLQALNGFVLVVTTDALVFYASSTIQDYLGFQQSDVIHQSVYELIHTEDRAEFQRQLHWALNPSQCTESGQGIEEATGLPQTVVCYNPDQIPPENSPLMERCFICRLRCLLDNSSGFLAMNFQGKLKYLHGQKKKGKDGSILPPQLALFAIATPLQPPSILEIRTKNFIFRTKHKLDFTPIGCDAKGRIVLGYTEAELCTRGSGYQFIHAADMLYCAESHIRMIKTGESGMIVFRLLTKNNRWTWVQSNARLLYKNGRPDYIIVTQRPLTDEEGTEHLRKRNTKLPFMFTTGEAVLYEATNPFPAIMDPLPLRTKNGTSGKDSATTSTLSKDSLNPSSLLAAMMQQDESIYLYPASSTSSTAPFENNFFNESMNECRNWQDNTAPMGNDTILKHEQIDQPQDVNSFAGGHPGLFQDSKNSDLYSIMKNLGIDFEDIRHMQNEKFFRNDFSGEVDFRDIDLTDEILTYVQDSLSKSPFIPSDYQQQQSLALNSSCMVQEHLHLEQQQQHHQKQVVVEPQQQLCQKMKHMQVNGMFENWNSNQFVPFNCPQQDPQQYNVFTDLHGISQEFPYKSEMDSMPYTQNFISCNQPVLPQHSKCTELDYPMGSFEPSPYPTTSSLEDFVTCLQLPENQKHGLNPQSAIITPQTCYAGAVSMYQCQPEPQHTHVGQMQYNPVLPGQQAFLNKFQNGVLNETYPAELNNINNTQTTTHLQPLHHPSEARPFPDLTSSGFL
CR mimetic SO = lowers age-related superoxide in aged yeast cells; S. cerevisiae aged cells, superoxide DHE fluorescence; stronger effect = lower value; superoxide response (% of plate mean), % at 10 µM; hit rate 0.18% among 330,000;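 active means superoxide response under a set limit, about three screen SD below normal, cut at about 65% in these data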;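 further: yeast aged for seven days with compound at 30 °C before DHE staining; 100% = average MFI of all compound-treated wells on the plate with controls excluded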
Starred values were filed as active, the others as inactive.

`COc1ccc2[nH]c3c(c2c1)CCN1C(=O)C(CC(=O)NCc2ccco2)C[C@H](C(=O)N2CCCCC2)[C@@]31C` (stereo not given in full) gave Efflux pump mplx -0.2 and CR mimetic SO 99.7.
Screening CC[C@]1(C(=O)OC)[C@H]2C(=O)N(Cc3ccccc3)C(=O)[C@H]2[C@H]2CN=C(SCC(=O)c3ccccc3)N21 returned Efflux pump mplx -0.1 and CR mimetic SO 114.6.
`CCOC(=O)C1=CN(Cc2ccco2)S(=O)(=O)NC1c1ccc(F)c(Cl)c1` (stereo not given) gave Efflux pump mplx -0.5 and CR mimetic SO 106.5.
COc1ccc(-c2noc(CCC(=O)N3CCN(c4cccc(OC)c4)CC3)n2)cc1 was read as Efflux pump mplx 0.2 and CR mimetic SO 89.6.
Screening Cc1cc2oc(=O)cc(-c3ccccc3)c2c(C)c1-c1ccc(C#N)cc1 returned Efflux pump mplx -0.3 and CR mimetic SO 106.2.
COc1cc(OC)c2c(-c3cccc(-c4ccc(OC)c(OC)c4)c3)cc(=O)oc2c1 was read as Efflux pump mplx -0.2 and CR mimetic SO 104.3.
Screening CCOC(=O)C1=CN(CC)S(=O)(=O)NC1CC (stereo not given) returned Efflux pump mplx -0.1 and CR mimetic SO 112.2.
`COc1ccccc1C1CC(=O)Oc2cc(C)c(Cl)c(C)c21` (stereo not given) gave Efflux pump mplx -0.2 and CR mimetic SO 92.5.
Screening COc1ccc2c(-c3ccc(OCCN4CCCCC4)cc3)c(-c3ccccc3OC)sc2c1 returned Efflux pump mplx 0.8 and CR mimetic SO 88.6.
For O=C(Cn1cnc2c(NCc3ccccc3)ncnc21)NCC1CCCO1 (stereo not given) the results were Efflux pump mplx 0.0 and CR mimetic SO 91.8.
Screening C[C@@H]1CC=C[C@@H]2[C@H]1C(=O)N(Cc1ccccc1)[C@H]2c1ccccc1Br returned Efflux pump mplx 0.0 and CR mimetic SO 87.1.
For COc1ccc(C2CC(c3ccc(Cl)cc3)=NN2c2ccc(S(N)(=O)=O)cc2)cc1 (stereo not given) the results were Efflux pump mplx 0.0 and CR mimetic SO 94.2.
For CCOC(=O)C1=CN(Cc2cccc(F)c2)S(=O)(=O)N(C)C1CCc1ccccc1 (stereo not given) the results were Efflux pump mplx 0.0 and CR mimetic SO 89.4.
For Cc1cc(C)c(CN2CCN(C(=O)Cn3cnc(C(=O)Nc4ccc(C)c(C)c4)n3)CC2)c(C)c1 the results were Efflux pump mplx 0.4 and CR mimetic SO 80.2.
OC[C@@H]1[C@@H](c2ccc(Cl)cc2)C(c2ccccc2)=NN1c1ccccc1 was read as Efflux pump mplx -0.2 and CR mimetic SO 91.9.
Screening N#Cc1ccc(S(=O)(=O)NC[C@H]2O[C@@H](n3cnc4c(N)ncnc43)[C@H](O)[C@@H]2O)cc1 returned Efflux pump mplx 0.0 and CR mimetic SO 101.0.
For COC(=O)[C@@]1(C)[C@H]2C(=O)N(C)C(=O)[C@H]2[C@H]2CN=C(SC)N21 the results were Efflux pump mplx -0.1 and CR mimetic SO 104.7.
Screening CCN(CC)C(=O)[C@H]1C[C@H](CC(=O)NCC23CC4CC(CC(C4)C2)C3)C(=O)N2CCc3c([nH]c4cc(CCC(=O)N(C)C)ccc34)[C@]12C returned Efflux pump mplx 0.3 and CR mimetic SO 86.8.
Screening O=C1OCCN1C(=O)[C@H]1[C@H](c2ccc([N+](=O)[O-])cc2)C(c2ccc(F)cc2)=NN1c1ccccc1 returned Efflux pump mplx 0.5 and CR mimetic SO 101.5.
Screening O=C1OCCN1C(=O)[C@H]1[C@H](c2ccc([N+](=O)[O-])cc2)C(c2ccc(F)cc2)=NN1c1ccc(Br)cc1 returned Efflux pump mplx 0.5 and CR mimetic SO 98.6.
`CCN(CC)C(=O)[C@H]1C[C@H](CC(=O)NCc2ccco2)C(=O)N2CCc3c([nH]c4cc(-c5ccco5)ccc34)[C@]12C` gave Efflux pump mplx 0.5 and CR mimetic SO 102.1.
For CC[C@]12c3[nH]c4ccc(Cl)cc4c3CCN1C(=O)[C@@H](CC(=O)NCC13CC4CC(CC(C4)C1)C3)C[C@@H]2C(=O)N1CCN(C(=O)C2CC2)CC1 the results were Efflux pump mplx 0.5 and CR mimetic SO 91.9.
`CCN(CC)C(=O)[C@H]1C[C@H](CC(=O)NCCc2ccccn2)C(=O)N2CCc3c([nH]c4ccc(Cl)cc34)[C@]12C` gave Efflux pump mplx -0.2 and CR mimetic SO 109.4.
C[C@@H]1CC=C[C@@H]2[C@H]1C(=O)N(Cc1ccccc1)[C@H]2c1cccc(C#Cc2ccccc2)c1 was read as Efflux pump mplx 0.2 and CR mimetic SO 112.7.
For CN(C)C(=O)CCc1ccc2c3c([nH]c2c1)[C@]1(CCC2CCCC2)[C@@H](C(=O)N2CCOCC2)C[C@H](CC(=O)NCC24CC5CC(CC(C5)C2)C4)C(=O)N1CC3 the results were Efflux pump mplx 0.5 and CR mimetic SO 93.5.
CCCN=C1N(C)C[C@@H]2[C@@H]3C(=O)N(C)C(=O)[C@@H]3[C@](C)(C(=O)OC)N12 was read as Efflux pump mplx 0.1 and CR mimetic SO 101.1.
`CN(C)CCCNC(=O)C[C@H]1C[C@H](C(=O)N2CCOCC2)[C@@]2(CCC3CCCC3)c3[nH]c4cc(-c5ccco5)ccc4c3CCN2C1=O` gave Efflux pump mplx 0.7 and CR mimetic SO 109.8.
For O=C(N[C@H]1C/C=C\C(c2cccc(F)c2)N(Cc2ccccc2)C(=O)C1)OCC1c2ccccc2-c2ccccc21 (stereo not given in full) the results were Efflux pump mplx 0.1 and CR mimetic SO 98.1.
CCOC(=O)C1=CNS(=O)(=O)NC1c1ccc(C#N)cc1 (stereo not given) was read as Efflux pump mplx -0.1 and CR mimetic SO 107.0.
CC[C@]12c3[nH]c4cc(-c5ccco5)ccc4c3CCN1C(=O)[C@@H](CC(=O)NCCCOC)C[C@@H]2C(=O)N1CCN(C(=O)C2CC2)CC1 was read as Efflux pump mplx -0.2 and CR mimetic SO 110.9.
Screening COc1ccc(C2CC(=O)Oc3cc(C)cc(C)c32)cc1 (stereo not given) returned Efflux pump mplx 0.0 and CR mimetic SO 107.9.
C[C@H](CO)N1C[C@H](C)[C@@H](CN(C)C(=O)Nc2ccc(C(F)(F)F)cc2)Oc2ccc(NS(=O)(=O)c3ccccc3)cc2C1=O was read as Efflux pump mplx 0.2, AHR activator -1.1 and CR mimetic SO 84.7.
`O=C(NCC1(c2ccccc2)CCCC1)c1ccc(Br)o1` gave Efflux pump mplx 0.4, AHR activator 40.2 and CR mimetic SO 74.8.
`COc1ccc(-c2sc3ccccc3c2-c2ccc(OCCN(C)C)cc2)cc1` gave Efflux pump mplx 1.1, AHR activator 0.6 and CR mimetic SO 97.7.
`NC(=O)C1CCN(c2nc(-c3ccc4c(c3)OCCO4)cs2)CC1` gave Efflux pump mplx 0.0, AHR activator 0.2 and CR mimetic SO 102.1.
Cc1ccc[n+](CC(=O)/C=C2\N(C)c3ccccc3C2(C)C)c1 was read as Efflux pump mplx -0.1, AHR activator 0.5 and CR mimetic SO 83.2.
CC(=O)Nc1ccc(NC(=O)COC(=O)Cc2c[nH]c3ccccc23)cc1 was read as Efflux pump mplx 0.0, AHR activator 8.0 and CR mimetic SO 85.0.
For CC(C)NC(=O)N(C)C[C@H]1Oc2c(NC(=O)Cc3ccccc3)cccc2C(=O)N([C@H](C)CO)C[C@@H]1C the results were Efflux pump mplx -0.2, AHR activator -0.4 and CR mimetic SO 90.9.
Cc1noc(C)c1S(=O)(=O)Nc1ccc2c(c1)C(=O)N([C@H](C)CO)C[C@H](C)[C@@H](CN(C)S(=O)(=O)c1ccc(F)cc1)O2 was read as Efflux pump mplx 0.0, AHR activator 1.0 and CR mimetic SO 88.9.
Cc1cc2nc(SCCOC(=O)Nc3ccccc3)nc(C)c2cc1C was read as Efflux pump mplx -0.2, AHR activator -6.0 and CR mimetic SO 110.4.
For C[C@H](CO)N1C[C@H](C)[C@@H](CN(C)Cc2ccc3c(c2)OCO3)Oc2c(NC(=O)C3CCCCC3)cccc2C1=O the results were Efflux pump mplx 0.1, AHR activator 8.8 and CR mimetic SO 96.2.
For Cc1ccc(S(=O)(=O)Nc2cccc3c2O[C@H](CN(C)C(=O)Nc2cccc4ccccc24)[C@H](C)CN([C@H](C)CO)C3=O)cc1 the results were Efflux pump mplx 0.2, AHR activator 9.2 and CR mimetic SO 102.5.
For COc1ccc(-c2csc(NC(=O)CN3C(=O)CCC3=O)n2)c(OC)c1 the results were Efflux pump mplx -0.1, AHR activator -3.4 and CR mimetic SO 107.3.
`COc1ccc(S(=O)(=O)N(C)C[C@H]2Oc3c(NS(=O)(=O)c4cn(C)cn4)cccc3C(=O)N([C@H](C)CO)C[C@@H]2C)cc1` gave Efflux pump mplx -0.4, AHR activator 0.9 and CR mimetic SO 103.9.
Screening O=C(COC(=O)/C=C/c1ccccc1)NCc1ccc(Cl)cc1 returned Efflux pump mplx -0.1, AHR activator 2.5 and CR mimetic SO 100.7.
For Cc1ccc(C(=O)N/C(=C/c2cccs2)C(=O)NCCc2c[nH]c3ccccc23)cc1 the results were Efflux pump mplx -0.1, AHR activator 3.4 and CR mimetic SO 100.5.
C[C@H](CO)N1C[C@H](C)[C@@H](CN(C)C(=O)Nc2ccc3c(c2)OCO3)Oc2ccc(NS(=O)(=O)c3cn(C)cn3)cc2C1=O was read as Efflux pump mplx -0.4, AHR activator -0.1 and CR mimetic SO 92.3.
For CCOc1cc(/C=C/c2nc3cc(C)c(C)cc3s2)ccc1OCC(=O)N1CCOCC1 the results were Efflux pump mplx 0.0, AHR activator 1.7 and CR mimetic SO 99.7.
O=C(NNc1c2ccccc2nc2ccccc12)c1cc2ccccc2cc1O was read as Efflux pump mplx 0.1, AHR activator 38.1 and CR mimetic SO 100.8.
Cc1cccc(NC(=S)N/N=C/c2c[nH]c3ccccc23)c1 was read as Efflux pump mplx -0.3, AHR activator 134.9* and CR mimetic SO 103.9.
O=C(NN=C1CCCCC1)NC1CCCCC1 was read as Efflux pump mplx 0.0, AHR activator 29.7 and CR mimetic SO 94.8.
O=C(Nc1ccc(O)c(-c2nc3ccccc3o2)c1)C1(c2ccc(Cl)cc2)CCCC1 was read as Efflux pump mplx -0.1, AHR activator -1.0 and CR mimetic SO 85.1.
Screening CC(C)c1ccc(/C=C(\c2nc3ccccc3[nH]2)S(=O)(=O)c2ccccc2)cc1 returned Efflux pump mplx -0.1, AHR activator -5.0 and CR mimetic SO 94.2.
`COc1ccc(S(=O)(=O)N(C)C[C@H]2Oc3c(cccc3N(C)C)C(=O)N([C@H](C)CO)C[C@@H]2C)cc1` gave Efflux pump mplx 0.6, AHR activator 1.1 and CR mimetic SO 109.1.
Screening CCNc1c(C(=O)O)ccc2c1C(=O)c1ccccc1C2=O returned Efflux pump mplx -0.1, AHR activator 4.7 and CR mimetic SO 112.9.
Screening COc1ccc(C2=NN(C(=O)/C=C/c3ccccc3)C(c3ccccc3)C2)c(OC(C)=O)c1 (stereo not given) returned Efflux pump mplx -0.1, AHR activator 3.1 and CR mimetic SO 91.5.
`C[C@H](CO)N1C[C@H](C)[C@@H](CN(C)S(=O)(=O)c2ccccc2)Oc2ccc(NS(=O)(=O)c3ccc(F)cc3)cc2C1=O` gave Efflux pump mplx 0.0, AHR activator -1.1 and CR mimetic SO 89.9.
COc1cc(C2CC(=O)Nc3cc(C)c(C)cc32)cc(OC)c1OC (stereo not given) was read as Efflux pump mplx -0.1, AHR activator 2.5 and CR mimetic SO 100.2.
Screening Cc1nn(-c2ccccc2)c(C)c1/C=N/NC(=O)CSc1nnc(SCc2ccccc2Cl)s1 returned Efflux pump mplx -0.1, AHR activator 10.8 and CR mimetic SO 139.0.
For N#CCCn1cc(C=C(C#N)C#N)c(-c2ccc(-c3ccccc3)cc2)n1 the results were Efflux pump mplx 0.0, AHR activator 28.3 and CR mimetic SO 91.8.

Some of these compounds in order of formula weight, rising.
Screening CCNc1c(C(=O)O)ccc2c1C(=O)c1ccccc1C2=O returned Efflux pump mplx -0.1, AHR activator 4.7 and CR mimetic SO 112.9.
Screening COc1ccc(C2=NN(C(=O)/C=C/c3ccccc3)C(c3ccccc3)C2)c(OC(C)=O)c1 (stereo not given) returned Efflux pump mplx -0.1, AHR activator 3.1 and CR mimetic SO 91.5.
`COc1ccc(S(=O)(=O)N(C)C[C@H]2Oc3c(cccc3N(C)C)C(=O)N([C@H](C)CO)C[C@@H]2C)cc1` gave Efflux pump mplx 0.6, AHR activator 1.1 and CR mimetic SO 109.1.

Other records:
For COc1ccc(CCNC(=O)COC(=O)C2CCCCC2)cc1 the results were Efflux pump mplx -0.1, AHR activator -2.4 and CR mimetic SO 126.1.
Screening O=C(NCCc1c[nH]c2ccccc12)c1cccc(S(=O)(=O)Nc2ccccc2Cl)c1 returned Efflux pump mplx 0.1, AHR activator 21.6 and CR mimetic SO 93.2.
`C[C@H](CO)N1C[C@H](C)[C@@H](CN(C)S(=O)(=O)c2cn(C)cn2)Oc2c(NC(=O)Nc3ccc4c(c3)OCO4)cccc2C1=O` gave Efflux pump mplx -0.2, AHR activator 0.3 and CR mimetic SO 92.1.
Screening CN(CC(=O)NCCc1ccccc1)S(=O)(=O)c1cnc[nH]1 returned Efflux pump mplx 0.0, AHR activator -2.6 and CR mimetic SO 92.6.
Cc1cccc(C)c1NC(=S)N=Nc1c(O)n(C)c2ccc(S(=O)(=O)N3CCOCC3)cc12 was read as Efflux pump mplx 0.2, AHR activator -3.8 and CR mimetic SO 78.6.

Some of the compounds tested; count on the stated rates, not on these rows.
